Bcl-xL primary: inhibitors of human Bcl-xL, primary screen, biochemical, fluorescence polarization, HTS | Bcl-2-like protein 1 (Homo sapiens), Q07817 | GST-Bcl-xL / FITC-Bim BH3 peptide fluorescence polarization | inhibition, % at 10.9 µM | 320,000 compounds, 0.7% hits | AID 2129, 2009;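 active means inhibition above the mean of all tested compounds plus 3 SD, cutoff set per campaign, cut at about 30% in these data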;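 further: 0% = DMSO wells and 100% = unlabeled Bim-BH3 peptide competitor; inhibitors lower millipolarization by displacing the labeled peptide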
GLD-1 TGE inh: GLD-1/TGE RNA complex disruptors, primary screen, biochemical, fluorescence polarization | Female germline-specific tumor suppressor gld-1 (Caenorhabditis elegans), Q17339 | purified GLD-1 + fluorescein TGE RNA | inhibition, % at 5.96 µM | 320,000 compounds, 0.44% hits | AID 2280, 2010;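 active means percent inhibition above a per-plate cutoff, the plate mean of test compounds plus 3 SD, cut at about 30% in these data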;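 further: 0% = DMSO wells with GLD-1 and probe and 100% = wells lacking GLD-1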
GSTO1 counter: inhibitors of recombinant GSTO1, primary screen, counter-screen for RBBP9 inhibitor project, biochemical, fluorescence polarization | activity-based probe fluorescence polarization | inhibition, % at 5.96 µM | 300,000 compounds, 1.1% hits;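 active means inhibition above the campaign mean inhibition plus 3 SD, cut at about 35% in these data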;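 further: 0% = GSTO1-1 with DMSO and 100% = wells lacking GSTO1-1 enzyme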
Target sequence (P78417 whole entry, looked up): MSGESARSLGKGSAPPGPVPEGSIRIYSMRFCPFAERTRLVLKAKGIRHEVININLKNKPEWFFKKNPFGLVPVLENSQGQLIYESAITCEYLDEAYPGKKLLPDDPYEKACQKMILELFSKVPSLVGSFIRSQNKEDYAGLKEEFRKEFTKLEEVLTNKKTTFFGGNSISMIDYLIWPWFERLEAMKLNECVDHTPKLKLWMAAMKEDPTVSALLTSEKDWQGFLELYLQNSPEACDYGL
TPT1 inhibitor: Candida albicans TPT1 enzyme inhibitors, primary screen, biochemical, fluorescence polarization; inhibition, % at 5 µM; recombinant caTPT1, FP RNA substrate dephosphorylation; tRNA 2'-phosphotransferase TPT1 (Candida albicans SC5314); 300,000 compounds, 0.81% hits; AID 1962, 2009;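 active means inhibition above the mean of all tested compounds plus 3 SD, set per screening campaign, cut at about 24% in these data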;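 further: plate controls were DMSO alone for no effect and ferristatin control at 100 nM for full effect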
PAD4 inh: human PAD4 inhibitors, primary screen, biochemical, fluorescence polarization, 1536-well format | recombinant PAD4, RCA probe fluorescence polarization | inhibition, % at 6.36 µM | 330,000 compounds, 0.41% hits | AID 485272, 2010;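 active means percent inhibition above a cutoff equal to the mean of all tested compounds plus 3 SD, cut at about 15% in these data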;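 further: 0% = PAD4 with RCA probe and DMSO and 100% = probe without PAD4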
Fam108B inh: mouse Fam108B serine hydrolase inhibitors, primary screen, counter-screen for RBBP9 inhibitor project, biochemical, fluorescence polarization | recombinant Fam108B, FP-Rh probe fluorescence polarization | inhibition, % at 9.51 µM | 300,000 compounds, 0.33% hits | AID 1947, 2009;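 active means inhibition above the screen mean inhibition plus 3 SD, computed separately per campaign, cut at about 18% in these data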;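 further: inhibitors lower polarization as less probe binds the enzyme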
MEX-5 binding: MEX-5 zinc finger RNA-binding disruptors – biochemical, C. elegans, fluorescence polarization, MLPCN library, primary screen; Zinc finger protein mex-5 (Caenorhabditis elegans), Q9XUB2; MEX-5/FITC-TCR2 RNA binding; stronger effect = lower value; activity score (negative = inhibition of binding), % at 10 µM; 300,000 compounds, 0.38% hits; AID 1832, 2009;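 active means inhibition past about -25% in most replicates, and total fluorescence under double the plate's negative control median, limit read from the data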;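 further: 0% = DMSO and -100% = 5 µM competing unlabeled TCR2 RNA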
Target sequence (Q9XUB2 whole entry, looked up): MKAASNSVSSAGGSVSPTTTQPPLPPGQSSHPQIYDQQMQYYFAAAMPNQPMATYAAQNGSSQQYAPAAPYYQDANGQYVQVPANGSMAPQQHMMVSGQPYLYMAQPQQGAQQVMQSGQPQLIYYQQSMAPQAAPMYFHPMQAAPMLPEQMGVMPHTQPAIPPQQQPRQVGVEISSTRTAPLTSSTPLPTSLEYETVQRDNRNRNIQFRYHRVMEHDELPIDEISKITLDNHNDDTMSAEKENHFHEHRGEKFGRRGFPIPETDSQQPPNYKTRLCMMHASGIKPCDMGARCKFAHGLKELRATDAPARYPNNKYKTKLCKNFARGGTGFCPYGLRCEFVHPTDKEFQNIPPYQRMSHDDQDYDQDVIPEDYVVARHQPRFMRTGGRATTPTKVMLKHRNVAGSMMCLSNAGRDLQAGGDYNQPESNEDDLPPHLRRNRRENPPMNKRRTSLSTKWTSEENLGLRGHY
PME-1 inh: PME-1 inhibitors via competitive probe labeling, primary screen, biochemical, fluorescence polarization, FP-Rh probe, HTS | recombinant PME-1 | inhibition, % at 5.9 µM | 320,000 compounds, 0.53% hits;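 active means inhibition above the campaign mean of all compounds plus 3 SD, cut at about 26% in these data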;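 further: competitive labeling of PME-1 active site by serine hydrolase directed probe; 0% = PME-1 with DMSO and 100% = wells lacking PME-1 enzyme; inhibitors block probe labeling so polarization falls and inhibition rises; many of its hits are not listed in these tables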
Target sequence (Q9Y570 whole entry, looked up): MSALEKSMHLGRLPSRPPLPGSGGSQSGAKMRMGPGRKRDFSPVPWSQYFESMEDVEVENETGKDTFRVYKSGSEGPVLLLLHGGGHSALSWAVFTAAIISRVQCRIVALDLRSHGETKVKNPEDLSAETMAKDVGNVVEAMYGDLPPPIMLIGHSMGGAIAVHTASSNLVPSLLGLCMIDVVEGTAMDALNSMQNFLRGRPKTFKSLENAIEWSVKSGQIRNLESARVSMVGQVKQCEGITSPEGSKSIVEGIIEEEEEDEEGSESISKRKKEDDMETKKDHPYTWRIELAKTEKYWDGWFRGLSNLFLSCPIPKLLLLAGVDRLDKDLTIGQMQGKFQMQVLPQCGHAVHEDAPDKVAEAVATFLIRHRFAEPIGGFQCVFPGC
MCL1 BIM primary: inhibitors of MCL1 binding to BIM-BH3, primary screen, biochemical, fluorescence polarization; inhibition, % at 10.9 µM; Induced myeloid leukemia cell differentiation protein Mcl-1 (Homo sapiens), Q07820; 320,000 compounds, 0.68% hits; GST-MCL1 / FITC-Bim-BH3 fluorescence polarization;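 active means inhibition above the mean inhibition of all tested compounds plus 3 SD, set per campaign, cut at about 40% in these data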;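 further: 0% = DMSO wells and 100% = unlabeled Bim-BH3 peptide control; higher means more loss of mP so more displacement of Bim peptide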
* = called active by the depositor; . = no result given.

SMILES	Bcl-xL primary	GLD-1 TGE inh	GSTO1 counter	TPT1 inhibitor	PAD4 inh	Fam108B inh	MEX-5 binding	PME-1 inh	MCL1 BIM primary
CN(C)N1C(N)=C(C#N)C(c2ccccc2)C2=C1CC(C)(C)CC2=O (configuration not stated)	3.9	-8.0	1.4	0.4	-3.3	0.0	-1.8	0.5	0.6
c1ccc(CN2CCC(=NNc3nc4ccccc4[nH]3)CC2)cc1	1.8	1.7	2.3	0.9	-7.6	5.4	-1.0	-22.0	1.3
CCOC(=O)c1c(C)[nH]c(C(=O)Cn2nnc(-c3ccc(Cl)cc3)n2)c1C	5.4	14.5	-0.2	-4.4	2.5	3.0	-2.7	-5.6	0.8
Fc1ccc(N2CCN(C(=S)NCc3ccco3)CC2)cc1	2.8	3.9	2.5	-5.1	1.3	3.0	0.5	-1.7	11.1
Cc1ccccc1Cn1nc(C)c(NC(=O)c2cc(-c3ccco3)on2)c1C	6.3	-2.9	-6.2	-0.3	-6.0	-8.3	1.7	-2.8	5.0
Cc1ccc(CN(C(=O)c2cccs2)C2CCS(=O)(=O)C2)cc1 (configuration not stated)	1.9	2.3	0.4	0.6	-2.1	-2.6	0.2	2.8	6.9
CCC(C)NC(=O)CSc1nnc(-c2cc(OC)c(OC)c(OC)c2)c(-c2cc(OC)c(OC)c(OC)c2)n1 (configuration not stated)	3.2	-2.3	0.2	0.3	-3.5	2.2	-0.1	-4.8	4.9
CCc1nnc(N2C(=O)c3ccc(Oc4ccc([N+](=O)[O-])cc4)cc3C2=O)s1	-2.1	4.5	0.0	1.4	-3.3	0.1	0.3	-1.6	-1.0
COc1ccc(CNC(=O)c2cccc(N3CCCC3=O)c2)cc1	-0.2	-0.2	-8.8	-2.5	-0.1	-1.4	-2.0	-1.4	-6.0
CCCNC(=O)c1ccc(N2CCC3(CC2)CC(c2ccccc2)=NO3)c(NC(=O)c2ccco2)c1	-4.5	22.5	-4.0	0.9	-3.2	-17.0	1.0	-12.7	-4.2
CCOCCCNC(=O)CN1C(=O)CSc2ccc(S(=O)(=O)N3CCOCC3)cc21	4.6	8.4	-2.8	-7.3	-8.8	-6.4	1.5	3.1	0.3
CCn1c(=S)sc2c(=O)n(-c3ccccc3)c(SC)nc21	4.0	7.2	-3.6	1.7	-0.8	0.9	-2.7	2.8	3.2
Cc1ccc(S(=O)(=O)N2CCC(C(=O)N3CCN(c4ccccn4)CC3)CC2)cc1	5.8	3.0	2.4	-0.8	-1.7	-1.9	2.1	12.4	-5.9
O=C(NCCN1CCOCC1)C(=O)NCc1ccco1	-0.6	-0.7	3.3	-1.6	-1.8	3.3	-0.3	3.0	6.8
Clc1ccc(-n2ncc3c(N4CCCCCC4)ncnc32)cc1	0.6	-1.8	-0.8	-1.8	4.9	-1.7	3.0	-3.7	-3.6
COc1cccc(C(=O)N2CCCC(c3nc(-c4cccs4)no3)C2)c1 (configuration not stated)	4.9	6.5	11.5	-3.6	2.5	5.8	-1.8	12.9	-2.5
CN1CCN(c2ccc(NC(=O)COc3ccc4ccccc4c3)cc2)CC1	3.4	-0.2	6.9	1.0	0.0	4.7	0.4	-3.2	7.0
O=C(NCc1ccccc1C(F)(F)F)C12CN(Cc3ccccc3)CC1C(c1ccc([N+](=O)[O-])cc1)=NO2 (configuration not stated)	-2.3	6.3	4.2	-1.1	-1.2	-0.2	2.4	-0.5	8.7
O=C(Nc1ccc2c(c1)OCO2)C1CCN(S(=O)(=O)c2cccc3cccnc23)CC1	4.1	-7.4	4.5	1.7	-3.2	-0.4	2.0	6.9	-7.7
Cc1c(NC(=O)COC(=O)C2(c3ccccc3F)CCCC2)c(=O)n(-c2ccccc2)n1C	7.6	-9.7	-1.4	1.2	3.4	-0.5	1.2	5.8	5.4
NC(=O)NC(Cc1ccccc1)C(=O)NCC1(N2CCCCC2)CCCCC1 (configuration not stated)	1.9	0.1	-5.6	-3.4	-1.4	-0.8	0.5	-7.1	0.6
CC1CN(CCOc2ccccc2C(C)C)CC(C)O1 (configuration not stated)	2.4	3.8	3.5	-0.7	-5.8	0.5	-2.6	-2.4	1.7
S=c1[nH]c2ccc(Cl)cc2[nH]1	-13.6	3.6	-5.6	-0.8	-5.1	3.9	-1.0	-6.9	-2.8
CCC(C)NC(=O)c1c(F)c(F)c(F)c(F)c1F (configuration not stated)	1.5	0.5	4.3	0.7	3.0	1.0	-2.1	1.2	-2.1
CCSc1nc2c(c(=O)n1CC)SC(C)C2 (configuration not stated)	2.3	5.7	-1.1	0.8	0.0	2.4	-0.4	6.3	3.8
Further structures:
SMILES	Bcl-xL primary	GLD-1 TGE inh	GSTO1 counter	TPT1 inhibitor	PAD4 inh	Fam108B inh	MEX-5 binding	PME-1 inh	MCL1 BIM primary
Cc1ccc(C)c(OCc2nnc(SCC(=O)NCc3ccc4c(c3)OCO4)o2)c1	-0.3	-3.8	2.8	-5.3	-0.4	-1.2	3.1	0.7	7.9
Cc1ccc(NC(=O)Nc2ccc3c(c2)CCC3)cc1C	1.6	-0.6	0.9	0.0	0.5	-1.2	1.5	2.4	-3.0
CC1(C)OC2OC(COC(=O)c3ccccc3)C3OC(C)(C)OC3C2O1 (configuration not stated)	-3.0	-5.4	-1.3	4.9	-1.3	-0.1	4.8	0.3	-2.8
CCC(Oc1ccc(Cl)cc1)C(=O)N1CC(=O)Nc2ccccc21 (configuration not stated)	-2.6	4.2	2.4	0.1	-1.9	4.0	-1.3	2.9	-4.3
O=C(Cc1csc(Nc2nc(=S)[nH]c3ccccc23)n1)N1CCN(c2cccc(Cl)c2)CC1	13.6	0.4	-3.6	-0.4	-0.6	-3.5	0.4	-1.4	7.4
COc1ccccc1N1C(=O)C=C(Sc2nc(C)cc(C)n2)C1=O	8.6	5.1	-3.9	-3.0	-26.7	-0.7	-3.3	-2.4	13.3
O=C(NC(=S)Nc1nc(-c2ccc(Br)cc2)cs1)c1ccco1	4.2	0.1	-4.5	-3.0	-5.9	-12.2	-1.8	-7.3	2.8
O=C(COC(=O)CCOc1ccccc1)NCc1ccco1	1.0	0.0	0.5	-1.6	-2.3	0.2	1.3	-0.1	12.2
O=C(CS(=O)CC(=O)N(CC(=O)NC1CCCC1)C1CCCC1)Nc1ccc(F)cc1 (configuration not stated)	-11.1	1.0	0.6	0.4	-4.2	-0.9	1.4	2.4	-8.7
CCc1cc(C(=O)N2CCCC(CCC(=O)NCc3cccc(OC)c3)C2)no1 (configuration not stated)	3.5	-0.5	3.8	-2.5	1.1	1.7	1.2	-2.3	-1.6
Cn1ncc(Br)c1C(=O)O	2.1	6.3	-1.9	-2.4	-6.8	-4.4	-0.7	-0.6	-4.1
CCCCN1CC(O)=C(c2nc(-c3ccc(Br)cc3)cs2)C1=N	3.7	3.7	4.2	-0.1	-2.2	-3.1	-1.8	-7.2	6.5
COc1cc(/C=N/NC(=O)c2cc3ccccc3[nH]2)ccc1O	-1.5	-0.6	-9.1	2.0	-0.9	20.4*	-1.8	36.0*	-2.0
COC(=O)N=Nc1c(O)n(Cc2ccccc2)c2ccccc12	9.2	7.3	5.8	1.4	-0.8	1.8	1.4	1.2	4.3
COc1ccccc1-c1cc2nc(C)cc(C)n2n1	4.0	-3.3	-1.6	-1.2	-4.9	5.2	.	-1.6	3.2
CN(CCO)c1ccc(-c2nn(C)c(=O)c3ccccc23)cc1[N+](=O)[O-]	-4.6	-2.4	-7.3	2.2	2.7	-3.9	1.4	-0.7	-1.9
Cc1cccc(NC(=O)C2CCN(S(=O)(=O)c3ccc4c(c3)C(C)(C)C(=O)N4C)CC2)c1C	4.7	3.0	-5.1	0.3	-0.7	-1.3	1.6	-1.8	5.2
COc1ccc(NC(=O)Cn2nc(C)c3ccccc3c2=O)cc1	1.3	-11.1	-2.3	-1.8	-4.5	-0.9	-0.8	-1.9	-1.5
CCCCC(=O)Nc1ccccc1Oc1ccccc1	2.4	7.5	-6.9	-0.8	-0.1	0.4	-3.5	0.5	3.8
CC(C)Sc1nc(N2CCOCC2)c2c(c1C#N)CC(C)(C)SC2	5.2	-2.0	-8.1	-3.0	-1.0	-0.2	3.9	0.4	5.4
COc1cccc(N2CCN(C3CC(=O)N(c4ccc(F)c(Cl)c4)C3=O)CC2)c1 (configuration not stated)	7.4	-6.7	1.3	2.0	-1.1	1.6	-3.5	0.4	0.6
CCOc1ccc(NC(=O)NNC(=O)c2ccc(CC)s2)cc1	-1.8	-8.0	9.4	4.1	-2.7	-4.1	0.0	3.5	-8.8
O=C(Cc1ccc(NC2=NC3CS(=O)(=O)CC3S2)cc1)NCc1ccccc1 (configuration not stated)	0.9	5.8	7.5	2.9	-2.3	-4.3	2.4	3.1	10.4
COc1ccccc1NS(=O)(=O)c1cc(NC(=O)c2cc[n+]([O-])cc2)ccc1N1CCCC1	11.6	2.2	-6.6	1.6	-0.9	5.2	1.0	1.4	12.0
Cc1ccc(CN2CCc3[nH]c(=O)[nH]c(=O)c3C2)cc1	0.6	-1.1	1.3	-8.9	-1.9	-1.1	0.3	1.6	-3.0

The closing two records of the section above come first, to join the parts.
SMILES	Bcl-xL primary	GLD-1 TGE inh	GSTO1 counter	TPT1 inhibitor	PAD4 inh	Fam108B inh	MEX-5 binding	PME-1 inh	MCL1 BIM primary
COc1ccccc1NS(=O)(=O)c1cc(NC(=O)c2cc[n+]([O-])cc2)ccc1N1CCCC1	11.6	2.2	-6.6	1.6	-0.9	5.2	1.0	1.4	12.0
Cc1ccc(CN2CCc3[nH]c(=O)[nH]c(=O)c3C2)cc1	0.6	-1.1	1.3	-8.9	-1.9	-1.1	0.3	1.6	-3.0
CCOc1ccc(C(C)NC(=O)c2ccc3c(c2)NC(=O)C(C)S3)cc1OCC (configuration not stated)	2.5	4.6	.	.	-0.5	.	.	-1.4	-2.4
COC(=O)Nc1ccc2c(c1)OCO2	6.3	-1.8	4.3	-3.8	-3.0	1.6	-1.3	7.3	2.6
CCOC(=O)c1[nH]cnc1C(=O)Nc1ccc(Cl)cc1	-0.6	6.7	-2.0	-3.5	1.2	0.6	1.4	-10.4	2.5
COc1cc(NC(=O)c2cccnc2SC)cc(OC)c1	0.3	0.3	0.5	1.1	1.0	-10.3	-0.7	-6.8	-1.3
CCOc1ccnc2c1c(=O)n(Cc1cc(OC)cc(OC)c1)c(=O)n2C	1.7	-8.1	-0.4	1.1	0.1	-6.7	0.8	-0.4	-2.6
CC(=O)Nc1ccc(S(=O)(=O)NCCCc2ccccc2)cc1	2.4	3.4	4.6	3.4	-1.5	3.3	1.5	-1.3	-3.3
Cc1ccc(F)c(CNC(=O)C2CCC(=O)N(CCCN3CCCC3=O)C2)c1F (configuration not stated)	0.8	-1.5	6.3	0.7	-2.3	1.3	-2.2	0.1	4.4
COc1cccc(-c2nc3cc(C)ccc3o2)c1	1.0	2.0	3.7	-7.7	-1.3	0.0	-0.8	-4.3	9.9

High-throughput results as filed in PubChem BioAssay.

Not all compounds are listed (hit frequency here may not be typical).
